FBPA coupling cs: counter-screen for Giardia aldolase inhibitors: coupling enzyme system. coupling enzyme system counterscreen, AmpLite Red fluorescence. activity change, negative = inhibition, % at 58.2 µM, hits read low. 290,000 compounds, 0.67% hits. AID 2472; in the data active = activity change below about -30%; note: % is set by controls: 0 for no effect and ±100 for the full control effect
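Counterscreen lacking aldolase: glyceraldehyde-3-phosphate coupling-enzyme reagent preincubated 10 min at RT with compound (at 57.5 uM final), then substrate/coupling system with AmpLite Red added; fluorescence read at 525/598 nm after 20 min RT.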
PKM2 activator: increases activity of human pyruvate kinase M2 | 260,000 compounds, 0.34% hits | Potency, µM (top dose mostly 57.5 µM), for the others: at the highest dose activation, most hits filed as activators | purified PKM2, Kinase-Glo ATP luminescence, activation; response scale: 0% is enzyme alone, no compound; active = well fitted activation curve with a large enough effect; inconclusive = small, poorly fitted or top-dose-only effect; inactive = no such curve, though single readings can be large or run the other way; note: potency is the fitted concentration of half-maximal effect; % is set by controls: 0 for no effect and ±100 for the full control effect; nearly all actives have a fitted effect of over 55% in size
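Purified hPK-M2 (>95%) run at intermediate activity with 0.1 mM ADP and 0.5 mM PEP in 50 mM imidazole pH 7.2, KCl, MgCl2; 1 h room temperature. ATP formed read by Kinase-Glo luminescence; normalized to uninhibited and no-enzyme controls.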
Menin-MLL TR inh: inhibitors of human menin-MLL interaction, mutant MLL peptide. O00255. Menin + Texas Red MLL mutant peptide, fluorescence polarization. Potency, µM (series often up to 61.6 µM), inactives show at the highest dose FP activity change, negative = inhibition, hits mostly inhibitors. 270,000 compounds, 0.23% hits; active = well fitted inhibition curve with a large enough effect in the polarisation, with a control signal flat, not every such curve was filed as active; inconclusive = small, poorly fitted or top-dose-only effect, or effect the other way, or a change in a side signal; inactive = no such curve, though single readings can be large or run the other way; the % refers to the polarisation; note: potency is the fitted concentration of half-maximal effect; % of control where 0% means no effect; many of its hits are not listed in these tables
Target sequence (O00255 whole entry, looked up): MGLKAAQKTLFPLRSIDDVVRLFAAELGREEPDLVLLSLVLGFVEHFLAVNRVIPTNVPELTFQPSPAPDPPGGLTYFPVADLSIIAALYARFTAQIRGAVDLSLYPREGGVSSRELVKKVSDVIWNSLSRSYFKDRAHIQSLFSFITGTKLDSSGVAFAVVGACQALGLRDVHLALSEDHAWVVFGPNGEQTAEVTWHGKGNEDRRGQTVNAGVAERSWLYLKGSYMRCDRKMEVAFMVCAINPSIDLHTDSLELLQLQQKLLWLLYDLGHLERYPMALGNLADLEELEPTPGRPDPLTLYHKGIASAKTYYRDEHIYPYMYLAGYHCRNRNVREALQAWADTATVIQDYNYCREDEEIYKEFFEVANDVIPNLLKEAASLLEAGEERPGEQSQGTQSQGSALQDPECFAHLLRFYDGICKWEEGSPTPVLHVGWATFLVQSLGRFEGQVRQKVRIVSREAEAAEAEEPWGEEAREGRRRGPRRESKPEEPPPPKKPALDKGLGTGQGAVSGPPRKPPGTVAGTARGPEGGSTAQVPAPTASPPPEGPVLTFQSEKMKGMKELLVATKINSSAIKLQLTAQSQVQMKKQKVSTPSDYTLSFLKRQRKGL
Numbers without * were called inactive; ? = inconclusive; · = not tested or not shown; & = joins results of further samples; [ ] = another dose, or the depositor's remark. This is a subset, so the mix of outcomes need not match the whole.

cpd	Molecule	FBPA coupling cs	PKM2 activator	Menin-MLL TR inh
1	COC(=O)[C@H](COC(C)(C)C)NC(=O)O[C@H]1C(=O)c2cc(OC)ccc2O[C@@H]1c1ccc(OC)c(Br)c1	0	·	-9%
2	Cc1csc(-c2coc3cc(O[C@@H]4O[C@H](CO)[C@@H](O)[C@@H](O)[C@H]4O)ccc3c2=O)n1	0	·	?
3	S=C(Nc1ccccc1)Nc1ccccc1C#Cc1ccccc1	-3	2%	?
4	COC(=O)C1=C(C(=O)OC)[C@@H]2Nc3ccccc3[C@@]23C[C@@H](C(=O)OC)N(S(=O)(=O)c2ccc(OC)cc2)C3=N1	3	-4%[11.5 µM]	5%[11.7 µM]
5	CCCCS(=O)(=O)N1CCc2nc(COc3ccccc3)c3c(c2C1)CO[C@@H](C)C3	0	-4%[11.5 µM]	-2%[11.7 µM]
6	CCC#CCOCC(=O)Nc1ccccc1	3	-2%	1%
7	COCCNc1nc(C)nc2c1nc(-c1ccccc1)n2CCN1CCCC1	3	-11%	3%
8	COC(=O)[C@@H]1C[C@H]1[C@@H](NC(=O)c1ccc(Br)cc1)c1ccccc1	-1	0%	-18%

Continued; the last 3 above are carried over.
cpd	Molecule	FBPA coupling cs	PKM2 activator	Menin-MLL TR inh
6	CCC#CCOCC(=O)Nc1ccccc1	3	-2%	1%
7	COCCNc1nc(C)nc2c1nc(-c1ccccc1)n2CCN1CCCC1	3	-11%	3%
8	COC(=O)[C@@H]1C[C@H]1[C@@H](NC(=O)c1ccc(Br)cc1)c1ccccc1	-1	0%	-18%
9	CC(C)c1cccc2cc3c(nc12)-c1cccc(=O)n1C3	-5	2%	-9%
10	CC1(OC(=O)C2CCCC2)C(=O)C=C2C=C(c3ccsc3)N(c3ccc(CO)cc3)C=C2C1=O (centres undefined)	-1	-7%[11.5 µM]	-5%[11.7 µM]
11	OC1c2ccccc2-c2nc3ccccc3cc21 (centres undefined)	-7	-28%	?
12	Cc1ccc(CNC(=O)C2(CC(C)C)C=CCN2C(=O)c2ccccc2)o1 (centres undefined)	-1	?	-9%
13	C=C(CC1([C@@H](NP(=O)(c2ccccc2)c2ccccc2)[C@H]2C[C@@H]2CCN(C(=O)OCC)S(=O)(=O)c2ccc(C)cc2)CC1)c1ccccc1	-1	0%	-10%
14	COc1cc2nc3c(c([Si](C)(C)C(C)(C)C)c2cc1OC)Cn1c-3cccc1=O	-42*	-1%	6%
15	CCCCCCN(C(=O)CCCCCN1C(=O)NC(c2ccccc2-c2ccccc2)C(C(=O)OCc2ccccc2)=C1C)C(C(=O)NCCCC)c1ccc(OCC(=O)OC)c(C(=O)OC)c1 (centres undefined)	0	10%	0%
16	CCNC(=O)[C@H](C)/C=C/C(NC(=O)OCc1ccccc1)c1ccc(C(=O)OC)cc1 (some centres undefined)	6	0%	4%
17	CCC1=C2CC[C@H]3C(=O)NC(=O)[C@H]3[C@H]2[C@@]2(C)C(=NCCOC)OC(=O)N2C1=O	-1	-3%	0%
18	COC(=O)c1ccc(C(NC(=O)OCc2ccccc2)/C(=C/[C@@H](C)C(=O)NCCF)c2cccnc2)cc1 (some centres undefined)	1	-3%	-15%
19	CCCn1c(-c2ccc(F)cc2)nc2c(NCCCN3CCCCC3C)nc(C)nc21 (centres undefined)	1	2%	-12%
20	CC#CCN1c2ccccc2[C@]23C[C@@H](C(=O)OC)N(C(=O)CC(C)C)C2=NC(C(=O)OC)=C(C(=O)OC)[C@H]13	0	3%[11.5 µM]	0%[11.7 µM]
21	CC[C@H]1C2=C3C(CC[C@H]4C(OCc5ccc(F)cc5C(F)(F)F)OC[C@](C)([C@@H]34)N(C(=O)OC(C)(C)C)C2)C2COC(=O)OCC21 (some centres undefined)	-7	-3%	-2%
22	CCCC[C@H]1C[C@@H]1[C@@H]1N(P(=O)(c2ccccc2)c2ccccc2)[C@](CO)(c2ccccc2)CC12CC2	-1	0%	?
23	COC(=O)C1=C(C(=O)OC)[C@@H]2Nc3ccccc3[C@@]23C[C@@H](C(=O)OC)N(S(=O)(=O)c2ccc(C#N)cc2)C3=N1	0	-5%[11.5 µM]	-9%[11.7 µM]
24	CNC(=O)C1(CC(C)C)C=CCN1C(=O)c1ccccc1 (centres undefined)	2	-8%	9%
25	CCCC[C@@H]1C[C@H]1C(NC(=O)Cc1ccccc1)c1ccc(Cl)cc1 (some centres undefined)	0	-2%	-4%
26	COC(=O)C1=C(C(=O)OC)[C@@H]2N(C)c3ccc(OC)cc3[C@@]23C[C@@H](C(=O)OC)N(S(=O)(=O)c2ccc(C(F)(F)F)cc2)C3=N1	0	-1%[11.5 µM]	0%[11.7 µM]
27	CCCCc1cc2c(cn1)=C(OC(=O)c1ccc(Cl)nc1)C(C)(OC(=O)CC)C(=O)C=2 (centres undefined)	0	-1%[11.5 µM]	-26%[11.7 µM]
28	O=C1C=C(NCCO)C(=O)c2cnccc21	-17	-9%	1%
29	COC(=O)C(C(=O)OC)[C@@H]1c2ccccc2[C@H]2C(=C[C@@H](C)[C@H]3C(=O)N(c4ccccc4)C(=O)[C@H]32)N1C(=O)OC	0	-6%[11.5 µM]	-2%[11.7 µM]
30	COC(=O)c1ccc(C(NC(=O)OCc2ccccc2)/C(F)=C/[C@@H](C)C(=O)N[C@@H](CO)Cc2ccccc2)cc1 (some centres undefined)	-1	0%	21%
31	Cc1nc(NCc2ccccc2)c2nc(-c3ccccc3)n(C(C)CN(C)C)c2n1 (centres undefined)	2	-2%	-24%
32	CCCc1cc2c(n1CCc1ccc(Cl)cc1)C(C)C1CN(C(=O)c3ccccc3)C(C)(C(=O)OC)C21 (centres undefined)	0	-5%	0%

3 entries already listed, sorted by heavy-atom count, lowest first.
cpd	Molecule	FBPA coupling cs	PKM2 activator	Menin-MLL TR inh
28	O=C1C=C(NCCO)C(=O)c2cnccc21	-17	-9%	1%
25	CCCC[C@@H]1C[C@H]1C(NC(=O)Cc1ccccc1)c1ccc(Cl)cc1 (some centres undefined)	0	-2%	-4%
30	COC(=O)c1ccc(C(NC(=O)OCc2ccccc2)/C(F)=C/[C@@H](C)C(=O)N[C@@H](CO)Cc2ccccc2)cc1 (some centres undefined)	-1	0%	21%

The results go on.
cpd	Molecule	FBPA coupling cs	PKM2 activator	Menin-MLL TR inh
33	CCN(CC)CCCCn1c(-c2ccccc2)nc2c(N(CCOC)CCOC)nc(C)nc21	3	3%	-2%
34	COC(=O)C1=C(C(=O)OC)[C@@H]2N(Cc3ccccc3)c3ccccc3[C@@]23C[C@@H](C(=O)OC)N(S(=O)(=O)c2ccc(OC)cc2)C3=N1	1	-2%[11.5 µM]	-7%[11.7 µM]
35	C=CCN1CCc2c(cc(O)c(O)c2Cl)C(c2cccc(C)c2)C1 (centres undefined)	-13	?	10%
36	CCCCCCCCCCCCCCCC(=O)NCCc1ccc(O)c(O)c1	2&-2	-1%	-11%&13%
37	COC(=O)c1ccc(C(NC(=O)OCc2ccccc2)/C(C)=C/[C@@H](C)C(=O)NCc2cccnc2)cc1 (some centres undefined)	0	0%	-7%
38	COc1ccc(-c2nc3c(c4c2C[C@H](c2ccccc2)OC4)CN(S(=O)(=O)c2c(C)noc2C)CC3)c(C)c1	2	-6%[11.5 µM]	-16%[11.7 µM]
39	CCCCS(=O)(=O)N1C2=NC(C(=O)OC)=C(C(=O)OC)[C@@H]3N(Cc4ccccc4)c4ccccc4[C@]23C[C@H]1C(=O)OC	-3	-13%[11.5 µM]	4%[11.7 µM]
40	C[C@@H](C(=O)NCCF)[C@H]1C[C@]1(C)[C@H](NC(=O)OCc1ccccc1)c1ccccc1	-1	-12%	-7%
41	COC(=O)[C@@]1(Cc2ccc(F)cc2)[C@H]2c3cc(C(=O)N4CCCC4)n(Cc4c(CO)[nH]cc(C)c4=O)c3C[C@H]2CN1C(=O)c1ccccc1	1	0%	-6%
42	CCCCc1nc2c(c3c1C[C@H](C)OC3)CN(C(=O)c1cc(I)ccc1F)CC2	1	2%[11.5 µM]	-15%[11.7 µM]
43	CCN(CC)CCCCC1CCN(CC(=O)N2c3ccccc3C(=O)Nc3cccnc32)CC1	7	-2%	4%
44	COC(=O)c1ccc(C(NC(=O)c2ccco2)[C@]2(C)C[C@H]2C2CCCCC2)cc1 (some centres undefined)	0	-1%	4%
45	Cc1ccc(CNC(=O)[C@H](C)[C@@H]2C[C@@]2(C)[C@@H](NC(=O)OCc2ccccc2)c2ccccc2)c(F)c1F	1	2%	2%
46	CS(=O)(=O)c1ccc(CNC(=O)[C@H]2C[C@@H]2[C@H](NP(=O)(c2ccccc2)c2ccccc2)c2ccccc2)cc1	2	0%	1%
47	COC(=O)[C@@]1(Cc2ccc(OC)cc2)[C@H]2c3cc(C(=O)N(C)C)n(Cc4cc(F)c(F)c(F)c4)c3C[C@H]2CN1C(=O)c1ccccc1	3	-4%	-1%
48	COC(=O)[C@@]1(Cc2ccc(F)cc2)[C@H]2c3cc(C(=O)N4CCCC4)n(Cc4ccc(Cl)c(C(F)(F)F)c4)c3C[C@H]2CN1C(=O)c1ccccc1	0	1%	4%
49	CC[C@H]1C2=C3C(CC[C@H]4C(OC)OC[C@](C)([C@@H]34)N(C(=O)OC(C)(C)C)C2)C(CO)C1CO (some centres undefined)	3	0%	-2%
50	CCCCc1cc2c(cn1)=C(OC(=O)CCC(=O)OC)C(C)(OC(=O)CC)C(=O)C=2 (centres undefined)	0	-2%[11.5 µM]	-12%[11.7 µM]
51	CCCCc1nc2c(c3c1C[C@H](C)OC3)CN(C(=O)Nc1cccc(C#N)c1)CC2	0	0%[11.5 µM]	-25%[11.7 µM]
52	COC(=O)[C@@]1(Cc2ccccc2)[C@H]2c3cc(C(=O)N4CCCC4)n(CCO)c3C[C@H]2CN1C(=O)c1ccccc1	1	-1%	-23%
53	CCN(CC)CCCn1c(-c2ccccc2)nc2c(N3CCOCC3)nc(C)nc21	-3	-1%	4%
54	COC(=O)c1ccc(C(/C=C/[C@@H](C)C(=O)NCCc2c[nH]c3ccccc23)NC(=O)OCc2ccccc2)cc1 (some centres undefined)	1	-1%	7%
55	COC(=O)c1ccc(C(NC(=O)OCc2ccccc2)/C(F)=C/[C@@H](C)C(=O)NCCN2CCOCC2)cc1 (some centres undefined)	6	-4%	0%
56	COC(=O)N1C(C2CC2)=Cc2ccccc2C1CC(C)=O (centres undefined)	-4&-1	-2%[11.5 µM]	9%
57	CCCCCC1=C2CNC(Cc3ccccc3)(C(=O)OC)C=C2C(C)C1=O (centres undefined)	-6	2%	-20%
58	CC(=O)N1C2(C=CC1(C)C(=O)NCCN1CCOCC1)CCCCC2 (centres undefined)	7	0%	-11%
59	CCOC(=O)CCCNC(=O)N1CCc2nc(-c3ccccc3)c3c(c2C1)CO[C@@H](C)C3	2	-1%[11.5 µM]	-10%[11.7 µM]
60	C[C@@H](C(=O)Nc1ccc2ccccc2c1)[C@H]1C[C@]1(C)[C@H](NC(=O)Oc1ccc(F)cc1)c1ccccc1	0	3%	3%
61	CCCC[C@@H]1C[C@H]1C(NC(=O)c1ccco1)c1ccccc1 (some centres undefined)	-1	0%	-10%
62	CCN(CC)CCCn1c(-c2ccccc2)nc2c(NCCOC)nc(C)nc21	0	0%	8%
63	CCC/C=C(\CCC)C(NC(=O)c1ccccc1)c1ccccc1 (centres undefined)	8	-14%	2%
64	COC(=O)c1ccc(CN2[C@@H]3C[C@@H](O)CC[C@@H]3C[C@H]2C(=O)OC)cc1	2	-9%	12%
65	CCN1CCCC1Cn1c(-c2ccccc2)nc2c(N(CCOC)CCOC)nc(C)nc21 (centres undefined)	-1	-1%	0%
66	CCC1=C2CC[C@H]3C(=O)N(c4ccccc4)C(=O)[C@H]3[C@H]2[C@@]2(Cc3ccccc3)C(=NCCOC)OC(=O)N2C1=O	1	4%	10%
67	COC(=O)[C@@]1(Cc2ccc(OC)cc2)[C@H]2c3cc(C(=O)N(C)C)n(Cc4ccc(C)o4)c3C[C@H]2CN1C(=O)c1ccccc1	-1	8.9µM*	-10%
68	C[C@H]1Cc2c(-c3ccccc3)nc3c(c2CO1)CN(C(=O)Nc1cccc(C#N)c1)CC3	0	5%[11.5 µM]	0%[11.7 µM]
69	CC(C)(C)NC(=O)C(c1ccc(I)cc1)N(CCN1CCOCC1)C(=O)CCCNC(=O)c1ccccc1 (centres undefined)	5	6%	7%
70	COC(=O)C1=C(C(=O)OC)[C@@H]2Nc3ccccc3[C@@]23C[C@@H](C(=O)OC)N(S(=O)(=O)c2cccs2)C3=N1	1	0%[11.5 µM]	1%[11.7 µM]
71	COC(=O)[C@@]1(Cc2ccc(F)cc2)[C@H]2c3cc(C(=O)N4CCCC4)n(Cc4ccccc4)c3C[C@H]2CN1C(=O)c1ccccc1	-11	-3%	-6%
